Bioassay records deposited in PubChem by NCI.
All columns: NCI-60 one-dose screen, growth in % after 48 h at 10 µM unless noted; 100 = growth as untreated, 0 = no growth, -100 = all killed.
K-562 = K-562 leukemia; AID 1794777; 7.4% of 78,000 active
MDA-MB-231 = MDA-MB-231 breast cancer; 5% of 81,000 active
HS 578T = HS 578T breast cancer | 4.1% of 78,000 active
T-47D = T-47D breast cancer | 5% of 79,000 active | AID 1794792
BT-549 = BT-549 breast cancer. 4.4% of 78,000 active
MDA-MB-468 = MDA-MB-468 breast cancer. 8.5% of 78,000 active. AID 2202374
MCF7 = MCF7 breast cancer; 6.3% of 82,000 active; AID 1794796
SR = SR leukemia cells; 8.7% of 73,000 active; AID 1794780
Numbers without * were called inactive; nt = not tested or not shown; & = joins results of further samples; ! = a repeat was not active; [ ] = dose if it differs, or a comment. How the source made its calls: active means growth percent below 10; inactive means the rest. Rows are unselected. Share with any hit: about 13%.

The line under a structure holds: K-562	MDA-MB-231	HS 578T	T-47D	BT-549	MDA-MB-468	MCF7	SR
CCOC(=O)C1=C(C(C)=O)C(c2ccc([N+](=O)[O-])cc2)C(C(C)=O)=C(C(=O)OCC)N1
    98	nt	89	nt	98	109	87	nt
C[C@@]1(CCO)C[C@H]1/C=C/c1ccccc1
    111	98	102	84	100	93	108	97
Cc1ccc(C(=O)/C(=N/O)S(=O)(=O)c2ccccc2)cc1
    82	114	101	89	100	99	102	86
COc1ccc(-c2cc(C(=O)OCc3ccc(Br)cc3)nn2-c2ccc(S(C)(=O)=O)cc2)cc1
    84	87	89	71	98	93	75	82
COc1cc(-c2csc(NC(=O)c3cc(-n4cnc(C)c4)cc(C(F)(F)F)c3)n2)cc(OC)c1OC
    27	61	27	23	47	78	62	34
CC(=O)CC(=O)Nc1ccc(C)cc1
    98	105	100	108	90	114	95	100
O=C(N=Nc1c(O)[nH]c2ccc(OC(F)(F)F)cc12)c1cc2ccccc2[nH]1
    99	107	113	98	104	131	93	94
COc1ccc(N=Nc2c(-c3ccc(Cl)cc3)n[nH]c2C(F)(F)F)cc1
    nt	101	94	83	86	nt	84	nt
c1csc(-c2cn3ccnc3c(-c3cccs3)n2)c1
    99	96	105	21	88	12	25	94
COc1cc(/C=C/C(=O)c2cnn(-c3cc(=O)[nH]c4ccc(C)cc34)c2C)cc(OC)c1OC
    0.9*	-2.3*	53	1.3*	-57*	-77*	-16*	-8.6*
CCCCN1c2nc3ccccc3cc2Sc2cc3ccccc3nc21
    99	76	100	14	97	nt	7.3*	77
COc1ccc2c(c1)C(=O)/C(=C/c1cccnc1OC)CC2
    88	97	96	82	89	79	77	nt
COc1nc(=S)nc(OC)[nH]1
    110	99	101	97	99	97	96	107
O=S(=O)(C/C(=N/O)c1ccc2ccccc2c1)c1ccccc1
    103	110	97	97	110	nt	96	104
CC(=O)OC[C@H]1O[C@@H](OC(C)=O)[C@H](N2C(C(C)=O)=NN(c3ccc(Br)cc3)C2c2ccc(Cl)cc2)[C@@H](OC(C)=O)[C@@H]1OC(C)=O (some centres not stated)
    49	54	72	35	66	26	35	68
O=C(Nc1ccncc1)c1noc2ccccc12
    92	100	96	82	101	97	89	82
Cc1nnc2c3nncn3c3ccccc3n12
    86	104	90	100	100	118	89	86
Cc1cc(C(=O)c2ccccc2)c(C)c2c1[nH]c1ccc(Cl)cc12
    12	31	33	64	5.8*	-7.3*	13	nt
C=C(C)C[C@@]1(C)CC2[C@@]3(C)CC[C@H](O)C(C)(C)C3CC[C@@]2(C)[C@H](C(=O)OC)C1=O (some centres not stated)
    95	97	101	99	109	99	92	96
C#Cc1cccc(Oc2ccc(NC(=O)CCl)cc2)c1
    7.8*[8.25 µM]	41[8.25 µM]	81[8.25 µM]	54[8.25 µM]	39[8.25 µM]	-7.9*[8.25 µM]	13[8.25 µM]	13[8.25 µM]
COc1ccc(/C=C2\Oc3cc(OCCCN4CCCC4)ccc3C2=O)cc1OC
    78	88	93	98	101	85	89	59
Cc1cc(N=Nc2nccs2)c(O)cc1O
    nt	53	82	81	80	69	58	43
NS(=O)(=O)c1ccc(N2CC(c3nc4ccccc4[nH]3)CC2=O)cc1 (configuration not stated)
    97	85	98	89	nt	113	95	96
N#C/C(=C\c1c[nH]c2ccccc12)C(=O)Nc1sc2c(c1C#N)CCC2
    99	98	103	91	93	102	85	94
CCc1cccc(CC)c1NC(=O)c1ccc(CN2CCc3ccccc3C2)cc1
    100	102	99	87	107	76	97	nt
O=C(CCC(=O)c1ccccc1)O/N=C(\Cn1ccnc1)c1ccc(Cl)cc1
    93	96	93	96	95	107	99	104
CC1CCCC(O)(C(C(=O)O)c2ccccc2)C1 (configuration not stated)
    95	98	108	102	104	116	94	97
Cc1nn(-c2ccc(Cl)cc2)c2nc3c(nc12)c(=O)[nH]c1ccccc13
    nt	98	112	107	91	111	96	nt
N=c1c(C(=O)OCc2ccccc2)ncc(CCl)n1O
    109	96	114	94	81	69	92	83
COc1cc(-c2nnc(-c3nc(-c4cc(OC)c(OC)c(OC)c4)n4ccccc34)o2)ccc1O
    96	71	81	84	83	108	89	114
Nc1nonc1-c1nc2ccc(Cl)cc2[nH]1
    nt	90	67	86	101	91	81	nt
Cc1ccc(NC(=O)C2c3ccccc3-c3ccccc32)cc1
    74&85	82&77	91&117	95&91	137&93	95&104	89&94	88
O=[N+]([O-])c1ccc(NS(=O)(=O)c2ccc(Br)cc2)cc1
    68	80	50	63	97	nt	85	87
CCCCCCCOc1ccc(C(=O)CCN2CCOCC2)cc1
    86	96	107	101	99	89	76	96
CC1=CC(=O)C=CC1(C)C(Cl)(Cl)Cl (configuration not stated)
    107	92	93	90	103	98	93	94
CSc1nc2c(nc(SC)n2-c2ccccc2)c(=O)[nH]1
    99	110	103	90	91	99	101	88
COc1ccc(C(=O)CSc2nc3[nH]c(=O)n(C)c(=O)c3[nH]2)cc1
    nt	111	99	105	105	101	94	101
CCCCCCCC/C=C\CCCCCCCC(=O)OCCCCCCCCCCCCC
    120	132	104	106	107	107	110	134
O=C(Nc1ncc(Cc2ccccc2Cl)s1)C(=S)N1CCOCC1
    92	101	105	102	103	97	107	112
OCCCNc1nccc(NCCCNc2ccnc3cc(Cl)ccc23)n1
    73	100	76	86	93	106	90	73

A section from the list above, for reference:
The line under a structure holds: K-562	MDA-MB-231	HS 578T	T-47D	BT-549	MDA-MB-468	MCF7	SR
COc1cc(-c2csc(NC(=O)c3cc(-n4cnc(C)c4)cc(C(F)(F)F)c3)n2)cc(OC)c1OC
    27	61	27	23	47	78	62	34
CC(=O)CC(=O)Nc1ccc(C)cc1
    98	105	100	108	90	114	95	100
O=C(N=Nc1c(O)[nH]c2ccc(OC(F)(F)F)cc12)c1cc2ccccc2[nH]1
    99	107	113	98	104	131	93	94
COc1ccc(N=Nc2c(-c3ccc(Cl)cc3)n[nH]c2C(F)(F)F)cc1
    nt	101	94	83	86	nt	84	nt
c1csc(-c2cn3ccnc3c(-c3cccs3)n2)c1
    99	96	105	21	88	12	25	94

Next entries:
The line under a structure holds: K-562	MDA-MB-231	HS 578T	T-47D	BT-549	MDA-MB-468	MCF7	SR
CC(=O)c1c(O)c(C)c(O)c2c1OC1=Cc3c(c(C)nn3-c3ccccc3)C(=O)C12C (configuration not stated)
    96	95	97	96	106	110	93	93
C[C@H]1CC[C@H]2O[C@]2(C)CC/C=C\CC(=O)C1
    131	105	89	74	98	79	67	87
CCOC(=O)C1CC(=O)c2ccccc2C1c1ccccc1 (configuration not stated)
    94	101	99	98	108	93	109	87
O=C(CSc1nc(-c2ccccc2)cc(=O)[nH]1)Nc1nc(-c2ccc(Cl)cc2)cs1
    99	111	110	89	100	110	94	85
Cc1cccc(Cl)c1-n1cc(-c2ccc(Br)cc2)oc1=Nc1ccc(Nc2ncnc3sc4c(c23)CCCC4)cc1
    91	78	90	100	119	87	83	91
CCN(CC)CCCC(C)Nc1cnc(C(=O)Nc2cc(F)cc3cccnc23)cn1 (configuration not stated)
    4.9*	-55*!	14&69	-49*!	-40*!	-66*	-38*	2.8*!
O=C(Cc1ccc(Cl)cc1)n1cccc1
    94	132	nt	101	101	105	97	78
Nc1nc(N)c2c(n1)NC(c1ccc(C(F)(F)F)cc1)CC(c1ccc(Nc3nc(NCCO)nc(Nc4ccc(Cl)cc4)n3)cc1)=N2 (configuration not stated)
    1.1*	-59*	-11*	36	-29*	-85*	-53*	-32*
COc1cc(Nc2ccnc(NCCNc3ccnc4cc(Cl)ccc34)n2)cc(OC)c1
    2.2*	27	64	15	51	nt	8.2*	nt
CS(=O)(=O)c1nc(NCCCNc2ccnc3cc(Cl)ccc23)cc(-c2ccccc2)n1
    95	98	96	91	73	104	94	92
Oc1c(C(c2ccc(F)cc2)N2CCCCC2)ccc2cncnc12 (configuration not stated)
    10	14	13	5.6*	26	-2.7*	6.3*	16
COc1cc(-c2nnc(NC(=O)CN3CCN(c4cc5c(cc4F)c(=O)c(C(=O)O)cn5C4CC4)CC3)s2)cc(OC)c1OC
    60	84	84	32	68	82	84	88
O=C1C=CC(=O)N1c1ccc(Br)c(Cl)c1
    61	109	nt	82	114	69	81	nt
Cc1ccc(NC(=O)C2CC(CN3CCN(C)CC3)C2)cc1Nc1nccc(-c2cccnc2)n1 (configuration not stated)
    87&99	113&99	98&94	95&100	99&95	108&106	93&102	96&102
COc1cc(C2C3=C(COC3=O)Nc3cc4c(cc32)CCC4)cc2c1OCO2 (configuration not stated)
    14	21	28	64	24	-8.5*	19	5.8*
Cc1ccc(NCN2C(=O)c3ccccc3C2=O)c(C)n1
    108	115	110	119	108	98	112	119
COc1ccc2[nH]c(C(=O)N3CCN(C(=O)OCc4ccc5c(Cl)cc(Cl)c(O)c5n4)CC3)cc2c1
    4.2*	-82*	-15*	-57*	-69*	-77*	-56*	2.3*
CN(Cc1ccccc1)c1nc(Cl)c(C2CC(c3ccc4c(c3)OCO4)=NN2c2cc(Cl)cc(Cl)c2)s1 (configuration not stated)
    90	101	96	86	104	103	78	99
OC1(c2ccccc2)c2ccccc2CCC1Br (configuration not stated)
    98	102	nt	92	112	109	103	96
COC(=O)CN(CC(=O)OC)C(=O)c1ccccc1
    106	109	97	100	nt	87	95	104
C=CCSc1nnc(-c2ccc3nc(-c4ccc(OC)cc4)[nH]c3c2)o1
    65	106	128	85	157	96	83	125
COc1ccc(-c2cc(C(=O)Nc3nc4ccc(F)cc4s3)nc3cc(-c4ccccc4)nn23)cc1OC
    106	121	94	102	109	92	96	87
N#CCCNCCC#N
    93	105	110	94	102	nt	99	87
Cc1cc2nc3c(=O)[nH]c(=O)nc-3n(CCOC(=O)CCC(=O)O)c2cc1C
    118	97	111	110	95	nt	96	109
COc1nc(OC)nc(-c2cnc3cc(O)c(OC)cc3c2)n1
    79	83	104	70	100	104	74	104
Cc1cccc2c3c(sc12)C(c1ccc(F)cc1)c1c(nc(CC(=O)Nc2ccccc2)[nH]c1=O)O3 (configuration not stated)
    94	92	90	88	92	90	90	107
CCCCN1C(=O)/C(=c2\sc3n(c2=O)NC2C(N=3)N(CC)C(=O)N2CC)c2cccc(C)c21 (configuration not stated)
    46	87	98	92	103	71	63	60
CCC(=O)OC1=CN2C(=NC(c3ccc(N)cc3)=CC2c2ccc(OC)cc2)S1 (configuration not stated)
    98	114	99	96	100	92	79	nt
O=C1NCCc2c1[nH]c1ccccc21
    104	110	133	108	121	98	122	102
Cc1cc(C)cc(NC(=O)CSc2nnc(-c3ccc(NC(=O)c4cccnc4)cc3)n2N)c1
    90	99	97	102	101	112	95	99
CCCC/C(=N/NC(N)=O)C(OC)OC
    108	93	141	103	107	101	97	111
C[N+](C)(C)CCOC(=O)c1ccccc1OCc1ccccc1
    102	99	96	102	106	94	94	112
Cc1ccc2c(C)nc(Nc3nc(C)cc(-c4ccccc4)n3)nc2c1
    76	55	91	108	112	97	78	25
CC(C)(C)OC(=O)CN1CCc2c(sc3ncnc(N4CCN(S(C)(=O)=O)CC4)c23)C1
    99	110	111	103	103	100	94	111
CCCCCCCCCCCCCCCCOC(=O)C(CCSC)NCNc1ccc(S(=O)(=O)c2ccc(NCNC(CCSC)C(=O)OCCCCCCCCCCCCCCCC)cc2)cc1 (configuration not stated)
    106	55	99	99	112	104	85	91
COc1cc2c(=O)ccn(-c3ccc(N(C)C)cc3)c2cc1OC
    111	84	105	99	100	98	88	91
COc1ccc(-c2c(C#N)c(O)[nH]c(=O)c2C#N)cc1
    89	nt	95	97	110	103	93	35
COc1ccc(/C=C(/C(=O)N2CCN(c3ccccc3)CC2)c2cc(OC)c(OC)c(OC)c2)cc1N
    6.1*	22	37	65	9.9*	12	20	13
Cc1ccccc1-n1c(SCC(=O)NC(=O)Nc2cccc(Cl)c2)nc2c(Br)cc(Br)cc2c1=O
    68	nt	72	nt	94	86	71	nt
CS(=O)(=O)Oc1ccc2c3c(c(=O)oc2c1)CCCCC3
    117	101	81	69	86	86	82	78
COc1ccc2c(c1)/C(=C(/C#N)C(=O)Nc1ccc(S(N)(=O)=O)cc1)C(=O)N2
    106	105	105	100	97	102	99	122
CCCc1cccc(CCC)c1O
    104	125	107	104	117	118	113	116
COc1ccc(-c2cc(-c3cc(-c4ccc(OC)cc4)nc(N)n3)nc(N)n2)cc1
    99	nt	96	nt	95	104	91	nt
Clc1ccc(/C=N\N2CCCCCC2)cc1Cl
    nt	102	126	101	110	110	93	95
CCOC(=O)C1=C(C)NC(SCc2nc(C)c(C)nc2C)N=C1c1ccc(F)cc1 (configuration not stated)
    92	98	101	84	111	93	92	nt
O=C(O)c1ccc(C(=O)O)c(C(=O)c2ccc(NC(=O)c3ccccc3)cc2)c1
    92	118	108	114	115	100	90	121
CCCN(C(C)=O)c1ccccc1
    80	118	116	95	106	125	92	85
N#CC(C#N)=C1CCCc2sccc21
    105	92	107	100	nt	93	100	86
CC(C)C(C(=O)O)N1C(=O)/C(=C\c2ccc(-c3ccc(Cl)cc3)o2)SC1=S (configuration not stated)
    101	98	92	100	103	101	84	105
Cc1ccc(C(=O)c2sc3nc4c(cc3c2N)CCCC4)cc1
    28	105	87	126	101	55	78	26
Nc1n[nH]c(-c2cc(Cl)ccc2O)c1-c1ccccc1
    68	78	85	85	112	84	93	nt
O=c1[nH]c(NCc2ccccc2)nc2c3c(sc12)CCCC3
    84	90	97	77	103	117	87	79
C=CCOC(=O)/C=C\c1ccccc1OC
    108	110	99	nt	104	102	108	95
COc1cccc2c1C(=O)c1c(OC)cccc1C2=O
    98	96	102	86	97	96	102	97
